# E-sel TNF inh = E-selectin induction blockers in HUVEC – imaging, immunofluorescence, high content, primary screen; 120,000 tested, 0.71% active; inhibition, % at 2 µM; HUVEC TNFa-induced E-selectin immunofluorescence; AID 1246, 2008;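 active = inhibition above the batch mean plus 3 SD, and confirmed as a hit on visual image review, cut at about 43% in these data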;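 also: 0% = TNF-stimulated DMSO wells and 100% = unstimulated control wells; not every result past the cut was called active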
# Numbers without * were called inactive. A portion of the library, so the mix of outcomes need not match the whole.
SMILES,E-sel TNF inh
Cc1ccc(-n2c(SCC(=O)N(C)C3CCS(=O)(=O)C3)nc3ccccc3c2=O)cc1 (stereo not drawn),-12
COc1cccc(N/C(SC)=C(/C#N)C(=O)NCc2cccs2)c1,-9
Cc1c(NC(=O)Nc2ccc(Cl)cc2Cl)c(=O)n(-c2ccccc2)n1C,-41
CCCN(CCC)CC(O)Cn1c2ccccc2c2ccccc21 (stereo not drawn),-7
CC(=O)c1cccc(CN2CCCC(CCC(=O)NCc3ccc(F)c(F)c3)C2)c1 (stereo not drawn),-13
O=c1c2cc(Cl)ccc2nc(-c2ccccc2)n1O,7
Cc1cccc(C(=O)NC2CCN(CC(=O)NCc3cccs3)CC2)c1,-24
N#CCCN(/N=C/c1cccnc1)C1=NS(=O)(=O)c2ccccc21,6
Cc1cccc(C)c1NC(=S)N1CCCN(C)CC1,2
Nc1cccc(S(=O)(=O)c2ccc(N)c(N)c2)c1,-8
COc1ccccc1NC(=S)N(Cc1ccc(C(=O)O)cc1)Cc1ccc(OC)c(OC)c1,-33
CN(C)CCCNC(=O)c1ccc(Oc2ccccc2)cc1,-29
COC(=O)[C@@H](NC(=O)c1ccc(OC2CCN(Cc3ccccn3)CC2)cc1)C(C)C,-30
CCOC(=O)COc1cc(-n2c(=S)[nH]c3cc(OC)c(OC)cc3c2=O)c(Cl)cc1Cl,22
Cc1nn(Cc2ccccc2)c(C)c1NC(=O)CCCn1nc([N+](=O)[O-])cc1C,-21
CCc1ccccc1NC(=O)COc1ccc2c(c1)OCO2,-25
COc1ccc2nc(N/C(N)=N/C(=S)Nc3ccccc3)nc(C)c2c1,-12
COc1ccc(C(=O)N2C(=O)c3ccc(N)cc3C2=O)cc1,-10
CCCCCCOc1ccc(N2C(=O)CC(SC(=NCC)NCC)C2=O)cc1 (stereo not drawn),5
CC1CCCC(C)N1C(=O)CSc1nnc(COc2cccc3cccnc23)o1 (stereo not drawn),-15
CCOc1nc(N2CCOCC2)nc(N2CCOCC2)n1,-14
Cc1cc(C)cc(OCc2nc(-c3cccnc3)no2)c1,-10
O=C(Nc1ccccc1N1CCOCC1)c1cc2c(s1)CCCCC2,-12
COc1cc(NC(=O)c2cc(C)nc3ccccc23)cc(OC)c1,-11

# An excerpt taken from the entries so far, as a working copy:
SMILES,E-sel TNF inh
O=C(Nc1ccccc1N1CCOCC1)c1cc2c(s1)CCCCC2,-12
COc1cc(NC(=O)c2cc(C)nc3ccccc23)cc(OC)c1,-11

# (continued)
SMILES,E-sel TNF inh
Fc1ccc(COc2ccccc2-c2ccnc3ncnn23)cc1,-36
O=C(COC(=O)c1cncc(Br)c1)NCc1ccccc1,15
COc1cc(NC(=O)Nc2ccc3c(c2)OCO3)cc(OC)c1OC,-4
COc1cccc(CN2CCN(Cc3ccc(O)cc3)CC2CCO)c1 (stereo not drawn),-1
C/C(N)=C(/C#N)C(=O)CSc1n[nH]c(-c2cccs2)n1,14
O=[N+]([O-])c1ccc(-c2cn(-c3ccccc3F)c(=S)[nH]2)cc1,-1
CN1CCC(N(C)CC(O)c2ccccc2)CC1 (stereo not drawn),-21
CC(C)c1ccc(S(=O)(=O)c2ccc(NN)cc2)cc1,-32
COCCNC(=O)C(=O)c1c(-c2ccccc2)[nH]c2ccccc12,-8
CC(C)CCN1CCN(C2CCN(c3ccccc3)CC2)CC1CCO (stereo not drawn),-6
COC(=O)c1scc(C)c1-n1ccc(C(=O)C(=O)N(C)C)c1,-23
C=CCC(O)c1c(-c2ccccc2)nn(C)c1Cl (stereo not drawn),6
O=C(NN1C(=O)C2C(C1=O)C1C=CC2C12CC2)c1ccccc1 (stereo not drawn),-21
Cc1cc(NC(=O)CSc2nnc(C(C)N(C)C)n2-c2ccc(F)cc2)no1 (stereo not drawn),-22
O=C(CCNS(=O)(=O)c1cccc2nonc12)NC1CCCCCC1,-11
Cc1ccc(-c2nn(CC(=O)NCc3ccccn3)c(=O)c3ccccc23)cc1S(=O)(=O)N(C)C,20
OCCC1CN(Cc2cnn(-c3ccccc3Cl)c2)CCN1Cc1ccsc1 (stereo not drawn),-24
Cc1n(CC(=O)c2ccc(F)cc2)c2ccccc2[n+]1C,-28
CN(CC(=O)NC1CC1)S(=O)(=O)c1ccc(F)cc1,-4
Cc1ccc(NC(=S)N2CCC(N(C)CC3CCCO3)CC2)cc1C (stereo not drawn),-1
COc1ccc(Oc2nc(-c3ccccc3)ncc2C(=O)O)cc1,-12
Cc1csc(NC(=O)c2ccc(N3CCCC3=O)cc2)n1,-36
Cc1occc1C(=O)NNC(=O)C1CCCC1,-6
Cc1ccc[n+](/C(=C\C(=C=[N-])C#N)C(=O)c2ccc(Cl)cc2)c1,7
CCCN(CC1CC1)C(=O)COC(=O)c1ccc2c(c1)C(=O)N(c1ccc(OCC)cc1)C2=O,-17
Fc1ccc(C2c3[nH]c4ccccc4c3CCN2Cc2cccn2-c2ncccn2)cc1 (stereo not drawn),-9
O=C(Nc1ccc2oc(=O)ccc2c1)c1ccccc1[N+](=O)[O-],-19
CSc1nsc(/C=C/Nc2ccc(F)cc2)c1C#N,-13
Cc1onc(-c2ccccc2)c1C(=O)c1c[nH]c(C(=O)NCCCN2CCOCC2)c1,19
O=C(OCCNc1nc(-c2ccccc2)nc2ccccc12)c1ccncc1,33
COC(=O)COc1cc(Cl)c(C=O)cc1OC,-65
Cc1nn(Cc2ccccc2Cl)c(Cl)c1/C=C/C(=O)OCC(=O)NC1CCS(=O)(=O)C1 (stereo not drawn),-45
COc1ccc(-c2[nH]ncc2CN2CCSCC2)c(OC)c1,8
COc1ccc(CCN=C(NS(=O)(=O)c2ccccc2)c2ccccc2)cc1OC,-8
CC(=O)Nc1ccc(S(=O)(=O)Nc2cc(C)ccn2)cc1,-3
COc1c(C(C)C)oc2cc3oc(=O)ccc3cc12,9

# Overlap with the part before: six compounds, followed by the next part.
SMILES,E-sel TNF inh
COC(=O)COc1cc(Cl)c(C=O)cc1OC,-65
Cc1nn(Cc2ccccc2Cl)c(Cl)c1/C=C/C(=O)OCC(=O)NC1CCS(=O)(=O)C1 (stereo not drawn),-45
COc1ccc(-c2[nH]ncc2CN2CCSCC2)c(OC)c1,8
COc1ccc(CCN=C(NS(=O)(=O)c2ccccc2)c2ccccc2)cc1OC,-8
CC(=O)Nc1ccc(S(=O)(=O)Nc2cc(C)ccn2)cc1,-3
COc1c(C(C)C)oc2cc3oc(=O)ccc3cc12,9
COc1ccccc1NC(=O)/C=C\C(=O)O,-55
O=C(C1CCN(S(=O)(=O)N2CCOCC2)CC1)N1CCN(c2ccc(F)cc2)CC1,-6
O=[N+]([O-])c1ccc(CN2CCSCC2)cc1,-18
Cn1c(=O)c(C(=O)CN2CC(=O)Nc3ccccc32)c(N)n(Cc2ccccc2)c1=O,-2
COC(=O)c1c(C)[nH]c(C(=O)CC#N)c1C,22
COCCNC(=S)N1CCN(c2cccc(C(F)(F)F)c2)CC1,-8
CC(NC(=O)c1ccccc1)C(=O)N/N=C/c1ccccc1 (stereo not drawn),-12
Cc1ccc(-c2ccc(CO)o2)cc1N,1
CCOc1cc(N2CCOCC2)c(OCC)cc1NC(=O)COC(=O)[C@@H]1CCCN1S(=O)(=O)c1ccccc1F,-9
O=[N+]([O-])c1ccccc1CN1CCN(Cc2c[nH]c3ccccc23)CC1,-20
Cc1nn(C)cc1CN(C)C(=O)c1cc(-c2ccccc2)nc2ccc(Br)cc12,-20
COc1ccc(S(=O)(=O)N2CCCOC2CNC(=O)C(=O)NCCCn2ccnc2)cc1OC (stereo not drawn),-11
Cc1ccc(NC(=O)Cn2c(O)c(N=NC(=O)c3ccncc3)c3ccccc32)cc1,8
C/C(=N\NC(=O)c1cccs1)c1cccnc1,0
CN(C(=O)CSc1nnc(-c2c[nH]c3ccccc23)o1)C1CCS(=O)(=O)C1 (stereo not drawn),-3
Cc1ccc(OCC(=O)Nc2ccc(N3CCN(C(=O)c4ccco4)CC3)cc2)cc1,-13
COc1cc2cc(CN(CCCN3CCOCC3)C(=O)Nc3ccccc3F)c(=O)[nH]c2cc1OC,11
Cc1nnc(NC(=O)C2CCCN2S(=O)(=O)c2ccc(Cl)cc2)s1 (stereo not drawn),-12
c1ccn2cc(-c3ccc4c(c3)OCCO4)nc2c1,1
C/C(=N\O)c1sc(-c2ccccc2)nc1C,9
Cc1ccc(S(=O)(=O)NNC(=O)C2COc3ccccc3O2)cc1C (stereo not drawn),-14
CCOc1ncccc1C(=O)NCc1ccccc1Cl,-37
COc1ccnc(-n2cccc2C=O)c1C#N,-13
OC(CNCCc1ccc(Cl)cc1)COc1ccc2ccccc2c1 (stereo not drawn),-42
O=C(Cc1csc(NC(=O)c2ccc(F)cc2)n1)NO,12
CCn1cc(C(=O)O)c(=O)c2cc(F)c(N3CCN(C(=S)NC(=O)c4ccc(Br)cc4)CC3)cc21,74*
Cc1ccc(CN2CCS(=O)(=O)CC2)o1,-13
O=C(O)c1ccccc1Sc1c([N+](=O)[O-])cc(C(F)(F)F)cc1[N+](=O)[O-],11
Clc1ccc(N2CCOCC2)nn1,-5
O=[N+]([O-])c1cccc(-c2nnc(CNC3CC3)o2)c1,-5
C=CCN(CC=C)Cc1nc(N)nc(Nc2ccccc2C)n1,-25
O=C(NCCO)Nc1ccc2nsnc2c1,13
N#CCCN(C(=S)NC(=O)c1ccco1)c1ccccc1F,-36
S=c1nc(-c2cccc(Cl)c2)[nH][nH]1,-7
O=C(Nc1cc(S(=O)(=O)N2CCOCC2)ccc1N1CCOCC1)C1CCCO1 (stereo not drawn),19
Cc1c(C(=O)O)cccc1-n1c(C)cc(C=O)c1C,-10
COc1ccc(NC(=O)CCC(=O)N(Cc2ccc(OC)c(OC)c2)c2nccs2)c(OC)c1,-21
COc1ccc(CNc2ccc(Br)cc2)cc1,11
NS(=O)(=O)c1cccc(NC(=O)COC(=O)CC2CC3CCC2C3)c1 (stereo not drawn),3
CCOc1ccc(-n2c(=O)c3c(C)c(C(=O)N(C)C)sc3n(CC(=O)Nc3ccccc3F)c2=O)cc1,0
O=C(CSc1nc2ccc(Nc3nc(N4CCOCC4)nc(N4CCOCC4)n3)cc2s1)NCc1ccco1,10
CSc1cccc(NC(=S)N(CCCN2CCCC2)Cc2cccs2)c1,-19
Cc1cccc(N2CCN(Cc3cnc(Cl)s3)CC2C)c1 (stereo not drawn),-37
O=C(CCCn1c(SCc2ccccc2F)nc2ccccc2c1=O)NCC1CCCO1 (stereo not drawn),-1
Cc1cc(OC(=O)c2ccc3ccccc3c2)c([N+](=O)[O-])c(=O)[nH]1,-5
CCN1CCN(c2ccc(N=Cc3ccc(O)cc3O)cc2)CC1,-24
Cc1cc(C)c(CSc2ncnc3nc[nH]c23)c(C)c1,21
C/C(CC(=O)Nc1cccc(Cl)c1Cl)=N\NC(=O)c1ccccc1C,-13
CSc1ncccc1C(=O)OCC(=O)c1cccs1,8
Cc1ccnc(NC(=O)Cc2ccc([N+](=O)[O-])cc2)c1,-32
CC[n+]1c(C)cc2c(sc3ccccc32)c1C,40
C/C(N)=C(/C#N)C(=O)COC(=O)Cc1coc2ccc3ccccc3c12,-1
CCOP(=O)(OCC)C(NC(C)=O)C(=O)c1ccccc1 (stereo not drawn),-19
COc1ccc(N2CCN(C(=O)CCNC(=O)c3ccc(C(C)(C)C)cc3)CC2)cc1,-5
COC(=O)c1c(NC(=O)CSc2ncnc3[nH]ncc23)sc2c1CCC2,5
CNc1nc(-c2ccc3c(c2)CCN3C(=O)c2ccc(F)cc2)cs1,-12
Cc1cc(C(=O)COC(=O)c2ccc3c(c2)OCO3)c(C)n1CC1CCCO1 (stereo not drawn),-17
COC(=O)c1c(NC(=O)CC2SC(N)=NC2=O)sc(C)c1C (stereo not drawn),14
Cc1noc2ncnc(N3CCCC3)c12,-58
COc1ccc(CSCCNC(=S)Nc2ccccc2)cc1Cl,-1

# E-sel TNF inh, what is marked active above
SMILES,E-sel TNF inh
CCn1cc(C(=O)O)c(=O)c2cc(F)c(N3CCN(C(=S)NC(=O)c4ccc(Br)cc4)CC3)cc21,74*

# Continued:
SMILES,E-sel TNF inh
NS(=O)(=O)c1ccc(CNC(=O)c2scc3c2CCCC3)cc1,3
CCN(CC)C(=O)CN1C(=O)NC2(CCc3ccccc3C2)C1=O (stereo not drawn),-3
O=c1[nH]c(CN2CCN(c3ccc(O)cc3)CC2)nc2scc(-c3ccc(Cl)cc3)c12,-4
COc1ccc(S(=O)(=O)N2CCCC(C(F)(F)F)C2)cc1 (stereo not drawn),8
COc1ccc(NC(=S)Nc2cccc(Cl)c2)cc1OC,-11
COc1ccc(C)cc1NC(=O)N1CCC(CO)(CC2CCCCO2)CC1 (stereo not drawn),-13
O=C(C[n+]1ccc(/C=N/O)cc1)N(Cc1ccccc1)Cc1ccccc1,-12
O=C(CC1N=C(Cc2ccccc2)NNC1=O)N/N=C/c1ccc([N+](=O)[O-])cc1 (stereo not drawn),-31
COc1ccc(/C=C/CN2CCN(CC(C)C)C(CCO)C2)cc1 (stereo not drawn),-13
Cc1ccc(-n2c(=O)cc(N3CC(C)OC(C)C3)[nH]c2=O)cc1 (stereo not drawn),0
CCN1CCN(CC(=O)Nc2cc3c(cc2C(C)=O)OCO3)CC1,-46
COc1cccc(NC(=O)CN(C)C(C)C(=O)Nc2ccc(C(C)=O)cc2)c1 (stereo not drawn),-50
O=C(NCCc1cn2ccccc2n1)c1cc(COc2c(F)cccc2F)on1,9
COC(=O)C1=C(C)N(C)C(=S)NC1c1ccc(OC)cc1OC (stereo not drawn),-45
C/C(=N\NC(=O)c1ccco1)c1ccc(NC(=O)c2ccccc2)cc1,0
c1ccc(NCc2ccccn2)cc1,-19

# 3 of the entries above in order of their number in E-sel TNF inh, high to low.
SMILES | E-sel TNF inh
C/C(=N\NC(=O)c1ccco1)c1ccc(NC(=O)c2ccccc2)cc1 | 0
c1ccc(NCc2ccccn2)cc1 | -19
COC(=O)C1=C(C)N(C)C(=S)NC1c1ccc(OC)cc1OC (stereo not drawn) | -45

# Screens (PubChem BioAssay)
